From PubChem BioAssay
Wnt act: Wnt/beta-catenin pathway activation. Wnt/beta-catenin reporter cell assay, activator, plate reader. activation, % at 9.35 µM. 1.2% of 300,000 active. AID 743398; in the data active = activation above about 30%, passing the limit was not always enough; inconclusive = no clear call, values can overlap the other calls;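 also: 0% = neutral control wells and 100% = positive control wells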
MITF act: activators of MITF-driven TRPM1 promoter activity in SK-MEL-5 cells; activation, % at 12.5 µM; AID 588334; SK-MEL-5 TRPM1-promoter luciferase, 24 h; % of positive control, neutral wells = 0; 0.75% of 300,000 active;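 active = mean activation of at least 80% with every replicate also reaching 80%; inconclusive = mean reaches 80% but some replicate falls short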;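 also: 0% = neutral control wells and 100% = parthenolide positive control wells; values of inactives mirror those of a sister screen read the other way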
CAL PDZ FP-1: inhibitors of human CAL PDZ peptide binding | purified CAL PDZ, TMR-peptide fluorescence polarization, 1 h | AID 504414 | 0.02% of 330,000 active | Q9HD26 | inhibition, % at 20 µM;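 active = highest replicate inhibition of at least 40%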;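 also: plate controls were DMSO neutral control wells for no effect and unlabeled competitor peptide control wells for full effect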
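Control set: unlabelled peptide and DMSO controls / Material: purified CerCALP PDZ construct / Timing: 1 h incubation at room temperature before polarization reading / Doses: 20 µM, one dose / Detection: fluorescence polarization (mP)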
dFosB act: mouse delta FosB homodimer activation; AID 493131; P13346; 0.99% of 340,000 active; purified delta FosB, TAMRA-CDK5 oligo fluorescence polarization; percent of positive-control signal above neutral wells; activation, % at 25 µM;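 active = mean activation above about 17%, with every replicate also reaching it, limit read from the data, passing the limit was not always enough; inconclusive = only one of the two conditions met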;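 also: fluorescence polarization rise as delta FosB binds a TAMRA Cdk5 AP-1 oligo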
Target sequence (P13346 whole entry, looked up): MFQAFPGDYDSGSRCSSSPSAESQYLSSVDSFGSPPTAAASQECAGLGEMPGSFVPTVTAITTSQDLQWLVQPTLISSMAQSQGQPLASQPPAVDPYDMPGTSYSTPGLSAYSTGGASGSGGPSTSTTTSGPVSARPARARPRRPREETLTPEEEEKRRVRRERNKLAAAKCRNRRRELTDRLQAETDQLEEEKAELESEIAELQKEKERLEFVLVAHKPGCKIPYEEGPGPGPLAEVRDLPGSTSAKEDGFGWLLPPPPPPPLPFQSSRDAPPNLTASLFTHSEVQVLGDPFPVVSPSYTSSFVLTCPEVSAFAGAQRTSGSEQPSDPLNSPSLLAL
V-ATPase pHluor: alters yeast V-ATPase proton transport; S. cerevisiae, pHLuorin cytosolic pH fluorescence; response, % at 10 µM; 0.37% of 350,000 active; AID 504577; in the data active = response mostly above about 7.3%, no sharp cut-off; inactive = mostly below about 5.4%; also: actives read high; inactives centre near 0; some compounds called inactive have numbers as strong as hits
Tat export inh: blocks Tat-dependent protein export in E. coli; E. coli MC4100 TorA-mCherry Tat export, fluorescence; 0.036% of 340,000 active; inhibition, % at 10 µM; AID 488895;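 active = mean replicate inhibition at least 50% and at least half of replicates individually reaching 50%; inconclusive = only one of the two criteria met; inactive = neither criterion met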;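 also: exported cargo escapes ClpAP degradation while cytoplasmic cargo is degraded and loses fluorescence; 0% = median of neutral control wells and 100% = median of NaSCN control wells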
Rtt109 HAT inh: C. albicans Rtt109 histone acetyltransferase inhibition | Q5AAJ8 | purified Rtt109/Vps75, ThioGlo CoA-SH fluorescence, 4 h | inhibition, % at 34.9 µM | 0.16% of 330,000 active;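 active = inhibition of at least 50% in every replicate; inconclusive = best replicate reaches 50% inhibition but some replicates fall short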
RTF Ca sens act: increases calcium sensitivity of human cardiac regulated thin filaments; IANBD-labeled TnC RTF fluorescence at EC20 calcium; 0% EC20 calcium, 100% full calcium; activation, % at 7.2 µM; 0.24% of 340,000 active; AID 493008;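 active = activation above the mean over all tested compounds plus 3 SD, cut at about 30% in these data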;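 also: rise in fluorescence read as greater calcium sensitivity of cardiac thin filaments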
CDK5 p35 inh: inhibitors of human CDK5/p35 kinase. Recombinant CDK5/p35, ADP-Glo luminescence, 60 min. inhibition, % at 10 µM. 0.01% of 330,000 active;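 active = highest replicate inhibition of at least 50% and at least 75% of replicates reaching 50%; inconclusive = only one of the two criteria met; inactive = both criteria failed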;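 also: plate controls were DMSO neutral control for no effect and GW8510 at 10 µM for full effect; many of its hits are not listed in these tables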
Target sequence (Q00535 whole entry, looked up): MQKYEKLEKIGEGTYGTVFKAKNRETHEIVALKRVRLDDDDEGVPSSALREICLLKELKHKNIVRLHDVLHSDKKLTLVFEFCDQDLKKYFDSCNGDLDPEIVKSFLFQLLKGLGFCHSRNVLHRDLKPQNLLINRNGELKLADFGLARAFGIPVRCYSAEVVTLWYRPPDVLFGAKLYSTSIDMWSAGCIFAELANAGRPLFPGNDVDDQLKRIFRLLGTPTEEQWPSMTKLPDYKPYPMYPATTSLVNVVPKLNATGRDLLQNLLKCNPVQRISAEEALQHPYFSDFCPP
Target sequence (Q15078 whole entry, looked up): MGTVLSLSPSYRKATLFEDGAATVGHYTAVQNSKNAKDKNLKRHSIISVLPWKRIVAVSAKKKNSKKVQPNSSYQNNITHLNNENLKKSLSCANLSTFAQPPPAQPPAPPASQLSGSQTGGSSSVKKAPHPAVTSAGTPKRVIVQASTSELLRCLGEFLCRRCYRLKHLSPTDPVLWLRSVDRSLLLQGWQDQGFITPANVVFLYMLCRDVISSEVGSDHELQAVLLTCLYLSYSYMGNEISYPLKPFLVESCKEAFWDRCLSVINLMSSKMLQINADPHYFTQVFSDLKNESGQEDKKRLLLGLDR
CAL PDZ FP-2: inhibitors of human CAL PDZ peptide binding | purified CAL PDZ, TMR-peptide fluorescence polarization, 1 h | AID 602252 | 0.92% of 300,000 active | inhibition, % at 24.9 µM | Q9HD26;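 active = mean inhibition of at least 30% with at least half of replicates also reaching 30%; inconclusive = no clear call, values can overlap the other calls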;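 also: 0% = DMSO neutral control and 100% = excess unlabeled competitor peptide PRC23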
Active calls of the source: *; ? = inconclusive; nt = not tested or not shown.

SMILES	Wnt act	MITF act	CAL PDZ FP-1	dFosB act	V-ATPase pHluor	Tat export inh	Rtt109 HAT inh	RTF Ca sens act	CDK5 p35 inh	CAL PDZ FP-2
CCCC(=O)C1=C(O)C(C(=O)OC)C(C)(C)CC1=Nc1ccc(N)cc1 (stereo unspecified)	-5	4	-0.3	-3	2	-13	1	-1	-1.2	nt
COc1ccc(-c2cc3ncnc(Cl)c3s2)cc1	19	36	-1.7	-12	-2	-2	-4	-3	-6.8	-4
CCc1ccccc1NC(=O)C1(S(=O)(=O)c2ccc(C)cc2)CC1	-1	0	-2.8	-2	1	6	-7	-7	-0.8	-1
COc1ccc(C(=O)OCC(=O)N2CCc3ccccc32)cc1S(=O)(=O)N1CCOCC1	-4	0	-0.2	-8	-5	9	1	1	0.6	-4
COc1ccc(OCC(O)CNCCNc2nccc(C(F)(F)F)n2)cc1 (stereo unspecified)	5	-7	0.2	-4	-1	3	3	5	-0.4	8
Cc1cnc(C(=O)OCc2nc3ccccc3o2)cn1	1	nt	-0.6	0	-2	-10	15	2	0.3	-1
CC1(C)C2CCC13CS(=O)(=O)NC3C2 (stereo unspecified)	nt	2	0.2	4	-1	4	-14	-5	-1.5	nt
O=C(NCC(c1cccs1)N1CCOCC1)c1ccc(Br)o1 (stereo unspecified)	nt	-8	-1.5	-10	2	1	-1	-2	0.9	nt
Cc1cc([N+](=O)[O-])ccc1NCc1ccccc1[N+](=O)[O-]	-1	-16	-0.1	0	0	-1	0	7	-0.6	7
COc1ccc(Cl)cc1NC(=O)c1ccccc1C	nt	-4	nt	-4	0	-2	0	-5	-1.4	-7
CCN(CC(=O)NC(C)C)C(=O)c1ccc(S(=O)(=O)N(C)c2ccccc2OC)cc1	nt	-2	-1.7	3	3	1	-23	-2	0.7	-3
COCCCNC(=O)CCCCCNS(=O)(=O)c1ccc(Br)cc1	-2	-5	-1.2	-1	7	-2	-4	6	-0.4	nt
Cc1ccc(CNC2CCCCC2)s1	0	-3	20	2	7	5	?	0	-0.1	3
Cc1ccc(SCC(=O)OCC(=O)N(C)C2CCS(=O)(=O)C2)cc1C (stereo unspecified)	-2	5	0.6	-4	12	-1	-7	0	-1.9	nt
CCCCNC(=O)N1CCN(C(c2ccccc2)c2ccccc2)CC1	nt	-2	0.2	-4	-3	0	nt	8	0.6	-4
Cc1ccc(C(=O)N2CCN(c3cc4c(cc3[N+](=O)[O-])n(C)c(=O)n4C)CC2)cc1	-4	-18	-0.7	-4	2	-11	10	-9	-1.8	-6
O=S(=O)(c1ccc(NC2CCCCC2)cc1)N1CCOCC1	nt	-13	nt	-11	-8	-12	13	-8	0.8	-5
Cc1nnc(NC(=O)CSc2ccc(-c3ccc(Cl)cc3)nn2)s1	-2	-35	-0.7	-12	1	-3	-7	6	0.0	-4
CC(C)(C)C(=O)N1CCC(O)(CS(=O)(=O)Cc2ccccc2)CC1	3	-2	-0.6	-1	2	-8	0	-4	0.5	-2
CCOC(=O)C1=C(C)NC(=S)NC1c1ccc(-c2ccc(Cl)cc2)o1 (stereo unspecified)	-4	-2	-0.9	-4	-2	6	-3	-3	-2.2	3
O=Cc1cn(CC(=O)Nc2ccc3c(c2)OCO3)c2ccccc12	-2	-13	-0.4	-9	-3	-12	-16	3	-1.1	-2
COc1ccc(C(=O)COC(=O)c2cccc(-n3cnnn3)c2)c(OC)c1	18	92*	-2.4	-2	6	2	9	1	-5.8	-2
O=C(CCC(=O)OCC(F)(F)C(F)F)NCc1ccccc1	nt	-8	-0.6	2	-1	0	-7	-1	0.0	-2
O=C1C=C(NC2CC2)C2(CCCCC2)O1	nt	10	-0.5	-3	-1	-1	6	1	-3.9	-2
C=CCN(CC=C)C(=O)C1CCC(C(=O)N(CC=C)CC=C)CC1 (stereo unspecified)	-1	-5	-1.1	-8	-2	-1	4	3	-1.1	1
Cc1ccc(-n2c3c(cc(C(=O)NCc4ccco4)c2=O)C(=O)CCC3)cc1	0	11	-3.5	-17	2	1	-4	-3	-1.6	-1
COc1ccc(OC)c(CNC(=O)CCn2c(=O)c3cccn3c3ccc(F)cc32)c1	-3	-5	-2.3	-6	-1	1	0	-4	0.9	4
Cc1[nH]c2ccccc2c1C(=O)C(=O)NCCc1c[nH]c2ccccc12	-1	0	-0.3	-6	-1	-2	-6	-2	2.6	nt
COc1c(O)cccc1[C@@H](O)C1CCN(CCc2ccc(F)cc2)CC1	-2	5	-0.7	-4	22	-7	2	0	1.3	-4
N#CC1(NC(=O)COC(=O)/C=C/c2ccc3ccccc3n2)CCCCC1	0	-10	-4.0	-12	0	0	0	3	-0.5	-4
O=C1C=C(c2ccc(Cl)cc2)C(=O)N1Nc1ccccc1	nt	nt	-0.6	-6	12*	-19	4	-5	0.8	nt
O=C(O)CSc1nnc(Cc2cccc3ccccc23)n1-c1cc(C(F)(F)F)cc(C(F)(F)F)c1	-3	3	-0.8	-12	-3	5	3	5	0.2	-2
Fc1cccc(CSc2nc3ncccc3[nH]2)c1	nt	21	-1.1	3	2	17	2	-3	0.4	5
O=C(Nc1nccs1)C(c1ccccc1)N1CCCCC1 (stereo unspecified)	0	-2	-2.0	11	-2	-2	0	-3	2.3	-1
CC(C)C[C@H](NC(=O)c1nc[nH]c1C(=O)N[C@@H](CC(C)C)C(=O)OC(C)(C)C)C(=O)OC(C)(C)C	-27	nt	0.9	8	-7	6	-3	-13	-0.7	-3
COc1ccc(C(=O)/C=C2\C(=O)Nc3ccc(Br)cc32)cc1	-2	-4	-1.1	-11	4	-3	-6	-3	0.3	-9
O=C(/C=C/Nc1ccc(Br)cn1)c1cccc(OC(F)F)c1	15	93*	0.3	1	0	5	0	2	0.0	-3
C=CCSC(=S)Nc1c(C)n(C)n(-c2ccccc2)c1=O	3	-25	-2.4	-6	1	-2	-10	1	-2.3	-1
CCn1c(SCc2ccc(C(=O)OC)o2)nc2sc3c(c2c1=O)CCCC3	nt	-6	0.4	-9	0	6	4	2	-1.0	2
Cc1ccc(NC(=O)Nc2ccc([N+](=O)[O-])cc2)nc1	8	31	nt	3	3	0	0	2	-1.8	1
CCC1CN(C(=O)N2CCC(C(=O)NCc3ccccc3C)CC2)c2ccccc2O1 (stereo unspecified)	4	-6	-3.3	-5	6	1	1	-2	-0.1	1
CCN1/C(=C/c2cccc[n+]2C)Sc2ccc(OC)cc21	-4	-24	1.1	-11	1	-2	14	-7	-0.1	-1
Cc1nc2ccc(NS(=O)(=O)c3cccc([N+](=O)[O-])c3)cc2s1	-4	-11	-0.7	2	-1	-11	5	6	1.6	-2
Cc1ccccc1-c1nn(-c2ccccc2)cc1C(=O)NCC(c1ccco1)N1CCCC1 (stereo unspecified)	-1	12	-0.3	-1	2	-4	3	-2	-0.5	nt
COc1cccc(C2c3c(-c4cc(Cl)c(C)cc4O)n[nH]c3C(=O)N2Cc2cccnc2)c1 (stereo unspecified)	nt	5	-2.2	-1	4	5	12	-1	2.1	-6
CC(C)NC(=O)COc1ccc(OCc2ccccc2)cc1	-1	-1	-2.4	-1	2	11	-2	7	4.6	-4
CCOC(=O)c1cc(-c2ccccc2)n(CCC(=O)O)c1C	-4	-13	-0.3	-2	0	2	0	0	-1.0	5
CCOc1ccc(-c2cnc(SCC(N)=O)nc2N)cc1	nt	1	-1.1	-3	nt	5	8	-3	0.9	0
CC(C)n1c(=S)[nH]c2ccccc21	nt	0	-0.3	0	5	7	-7	7	1.9	2
O=C(O)CCc1nc2cc(C(F)(F)F)ccc2n(Cc2ccccc2)c1=O	-2	8	0.0	0	4	6	-4	-8	0.2	-4
CCN(CC)C(=O)CN1C(=O)COCC1=O	0	-7	-1.1	0	1	5	-2	11	-2.5	-1
O=C(Cn1cnc([N+](=O)[O-])c1)c1ccc(Cl)cc1	3	-2	-0.6	-1	-2	1	-2	6	-1.9	-2
CCC(=O)NC(=S)Nc1ccc(NC(=O)c2ccc(OC)cc2)cc1	-1	-13	-0.3	11	0	0	-2	0	-1.6	0
S=C(Nc1cccnc1)Nc1ccccn1	nt	-10	-4.1	0	1	-7	nt	1	0.5	-3
Cc1ccc(NC(=O)c2ccc(=O)[nH]c2)cc1S(=O)(=O)N1CCCCCC1	-4	-2	-1.5	-17	1	8	0	3	-0.4	-8
O=C(NCC(O)c1ccc([N+](=O)[O-])cc1)c1cccc(S(=O)(=O)N2CCCC2)c1 (stereo unspecified)	-1	-5	nt	1	-2	-5	-4	-1	4.0	-2
O=C(CSCc1ccccc1Br)N/N=C/c1ccccc1C(=O)O	3	2	-1.0	-4	-1	-5	1	3	-0.5	-4
Cc1cc(C)c(S(=O)(=O)N2CCN(c3ccc([N+](=O)[O-])c(NCC4CCCO4)c3)CC2)c(C)c1 (stereo unspecified)	nt	-9	-0.4	-2	1	-1	-2	2	-12	5
O=C(CSc1n[nH]c(-c2ccccc2)n1)N1CCOCC1	1	27	-1.8	-10	1	4	-20	1	0.2	-3
Cc1c(-c2ccccc2)nc(N)c(C#N)c1-c1ccco1	-1	-9	-1.1	0	0	-8	-12	-5	0.2	2

Among those listed so far, two contain a tert-butyl group:
SMILES	Wnt act	MITF act	CAL PDZ FP-1	dFosB act	V-ATPase pHluor	Tat export inh	Rtt109 HAT inh	RTF Ca sens act	CDK5 p35 inh	CAL PDZ FP-2
CC(C)(C)C(=O)N1CCC(O)(CS(=O)(=O)Cc2ccccc2)CC1	3	-2	-0.6	-1	2	-8	0	-4	0.5	-2
CC(C)C[C@H](NC(=O)c1nc[nH]c1C(=O)N[C@@H](CC(C)C)C(=O)OC(C)(C)C)C(=O)OC(C)(C)C	-27	nt	0.9	8	-7	6	-3	-13	-0.7	-3

Next results follow:
SMILES	Wnt act	MITF act	CAL PDZ FP-1	dFosB act	V-ATPase pHluor	Tat export inh	Rtt109 HAT inh	RTF Ca sens act	CDK5 p35 inh	CAL PDZ FP-2
CCOC(=O)c1nc(N)c(C(=O)OCC)[nH]1	nt	2	-1.0	1	4	-2	1	-1	-2.4	-2
CN(C)C(=O)COC(=O)c1cccnc1Nc1ccccc1F	-1	-1	-1.3	1	0	3	6	1	-0.9	-2
CCOC(=O)C1=C(C)N(C)C(C)=C(C(=O)OCC)C1c1ccsc1	-3	-18	-0.7	0	-3	6	3	5	-2.9	-3
Cc1c(N(C)S(=O)(=O)c2cccc(C(=O)NCC3CCCO3)c2)c(=O)n(-c2ccccc2)n1C (stereo unspecified)	8	0	-1.3	-3	1	14	11	-7	0.8	-1
CCc1ccc2c(c1)C1(C(=O)N2)N2CCCC2C(C(=O)c2ccc3ccccc3c2)C12C(=O)Nc1ccccc12 (stereo unspecified)	?	7	-0.2	-11	1	5	-8	0	-0.5	-6
O=C(c1n[nH]c2ccccc12)N1CCOCC1	0	10	-2.0	2	-3	?	-5	-2	1.2	-1
COc1cccc(NC(=O)N(CCN(C)C)C(C)c2cccnc2)c1 (stereo unspecified)	5	8	0.8	1	-2	-7	-1	-5	0.1	0
O=C1NC(=S)N(c2cccc(Cl)c2)C12CCCCC2	-1	-4	0.0	0	4	-7	7	4	-4.0	-1
CCCn1c(N)c(C(=O)CSc2nnc(C)n2Cc2ccccc2)c(=O)n(C)c1=O	nt	-1	-0.9	-14	0	-4	9	15	-0.1	1
